Assay outcomes from PubChem.
OX1R antag: human HCRTR1 antagonism; O43613; CHO/OX1R cells, Fluo-8 calcium fluorescence, orexin A; inhibition, % at 5 µM; 0.43% of 330,000 active; AID 434989;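 active = inhibition above its plate's threshold, mean inhibition of all tested compounds on the plate plus 3 SD, cut at about 37% in these data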;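 note: 0% = orexin A challenge wells and 100% = SB-334867-A antagonist wells; not every result past the cut was called active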
Target sequence (O43613 whole entry, looked up): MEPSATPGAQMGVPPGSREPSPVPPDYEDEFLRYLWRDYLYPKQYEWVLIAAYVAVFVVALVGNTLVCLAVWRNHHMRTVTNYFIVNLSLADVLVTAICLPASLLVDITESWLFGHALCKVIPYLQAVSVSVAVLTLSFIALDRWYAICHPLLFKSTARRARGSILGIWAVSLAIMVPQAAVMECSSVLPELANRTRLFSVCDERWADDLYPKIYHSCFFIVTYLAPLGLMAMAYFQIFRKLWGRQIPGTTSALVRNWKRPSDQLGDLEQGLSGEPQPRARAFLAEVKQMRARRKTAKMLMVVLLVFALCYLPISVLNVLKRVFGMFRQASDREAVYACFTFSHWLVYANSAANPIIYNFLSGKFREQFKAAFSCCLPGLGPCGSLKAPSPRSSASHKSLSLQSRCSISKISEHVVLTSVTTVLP
CHT allo act: allosteric activators of human choline transporter CHT. CHT-expressing cells, membrane potential dye, choline EC20; active compounds read high; LV-AA mutant CHT in HEK293 cells. B-score at 10 µM. Q9GZV3. AID 488977. 0.49% of 310,000 active;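 active = initial fluorescence not abnormally high and integrated response B-score, plate-corrected, over 3 SD above library mean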
Target sequence (Q9GZV3 whole entry, looked up): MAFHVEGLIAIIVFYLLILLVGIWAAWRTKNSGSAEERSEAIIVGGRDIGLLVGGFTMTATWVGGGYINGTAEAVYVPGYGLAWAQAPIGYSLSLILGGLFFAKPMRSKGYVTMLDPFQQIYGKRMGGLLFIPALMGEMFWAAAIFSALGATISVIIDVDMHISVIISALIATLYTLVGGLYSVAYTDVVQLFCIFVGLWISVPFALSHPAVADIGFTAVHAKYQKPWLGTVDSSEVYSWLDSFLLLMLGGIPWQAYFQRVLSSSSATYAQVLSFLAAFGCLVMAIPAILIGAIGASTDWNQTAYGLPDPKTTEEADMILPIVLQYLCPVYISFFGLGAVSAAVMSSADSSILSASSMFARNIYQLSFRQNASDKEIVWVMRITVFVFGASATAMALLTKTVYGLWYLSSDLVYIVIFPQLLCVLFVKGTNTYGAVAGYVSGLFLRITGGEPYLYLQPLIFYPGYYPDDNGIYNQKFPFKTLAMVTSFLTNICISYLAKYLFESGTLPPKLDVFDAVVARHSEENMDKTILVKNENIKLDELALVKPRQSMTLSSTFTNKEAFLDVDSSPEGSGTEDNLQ
* marks the source's active call; other numbers are inactive results; i = inactive; . = no result given.

Value order – OX1R antag | CHT allo act
Cc1nn(C)c(Oc2ccccc2)c1[N+](=O)[O-]
  15 | i
COCCN1Cc2cccc(C(=O)Nc3cccnc3)c2C1=O
  -6 | 6.5*
O=C(NCCCCNC(=O)c1ccccn1)c1ccccn1
  -26 | i
Cc1ccc(-n2c(C)cc(C(=O)CSc3nnc4ccccn34)c2C)cc1
  -10 | i
Cn1c(=O)n(C)c2cc(C(=O)Nc3ccc(Br)cc3)ccc21
  -16 | i
O=C(CSc1nnc(C2CC2)n1C1CC1)c1ccc(F)cc1
  -11 | .
CS(=O)(=O)N(Cc1ccco1)Cc1ccccc1Cl
  -15 | i
CCOC(=O)Cc1c(C)[nH]n(-c2ccccc2)c1=O
  -3 | i
O=C(c1ccc(Br)cc1)N1CCN(Cc2ccccc2)CC1
  -20 | i
O=C(COC(=O)c1ccco1)NNC(=O)c1ccc(Cl)cc1
  6 | .
Cc1cc2c(SCC(=O)NC3CCCCC3)ncnc2s1
  -40 | i
CCNc1c(NC(=O)COc2ccc(Cl)cc2)c(=O)oc2ccccc12
  -13 | i
O=C(NCCOc1ccc(Cl)cc1)C1CCCCC1
  -12 | i
c1ccc(CSc2ncnc3c2sc2nc(N4CCOCC4)c4c(c23)CCCC4)cc1
  0 | i
COc1cc(NS(=O)(=O)c2cn(C)cn2)cc(OC)c1
  -8 | i

Continuation:
Value order – OX1R antag | CHT allo act
COc1ccc(CN(Cc2ccccn2)C(=O)CN2C(=O)COc3ccccc32)cc1
  -27 | i
COc1cc(CN2CCCCCC2)cc(OC)c1O
  -4 | i
CCOC(=O)c1oc2ccc(OC)cc2c1NC(=O)CN1CCN(C)CC1
  -36 | i
O=C1c2ccccc2S(=O)(=O)c2cc(N3CCC(C(=O)N4CCCCC4)CC3)ccc21
  -37 | i
CCN(CC)CCN1C(=O)C(=O)/C(=C(/O)c2c(C)[nH]c(C(=O)OC)c2C)C1c1cccc(OC)c1 (stereo not given)
  -18 | i
Cn1ccnc1SCC(=O)Nc1cccc(C#N)c1
  0 | .
O=C(N/N=C/c1cc([N+](=O)[O-])ccc1Cl)c1cnccn1
  -15 | i
CCOc1ccc(OCC)c(NC(=O)CSc2nc3cccnc3n2C)c1
  -22 | i
COc1ccc(C(CC(=O)N2CCCC2)c2c(OC)cc(OC)c3ccc(=O)oc23)cc1 (stereo not given)
  -36 | i
Cc1cccc(NC(=O)CNC(=O)c2cccc(S(=O)(=O)NCc3cccs3)c2)c1C
  -5 | .
COc1ccc(Br)cc1CNC(=O)CCc1nc(-c2ccc(C)cc2)no1
  -34 | i
COc1ccc(C(=O)N2CCN(CCNC(=O)C(=O)Nc3ccc(F)cc3)CC2)cc1
  -20 | i
CCOC(=O)c1[nH]c(C)c(C(=O)NCCCN2CCOCC2)c1C
  -9 | i
COc1ccc2nc(NC(=O)CSc3ccccc3)sc2c1
  -9 | i
COc1ccc(C2C(C(N)=O)=C(C)Nc3nc(-c4ccccc4OC)nn32)cc1OC (stereo not given)
  -18 | i

Carrying on:
Value order – OX1R antag | CHT allo act
O=[N+]([O-])c1ccccc1-c1ccc(C(=S)N2CCCCC2)o1
  -18 | i
O=C(NC1CCCN(c2ccc(C(F)(F)F)cn2)C1)c1ccncc1 (stereo not given)
  -10 | i
CCOC(=O)CC1C(=O)NCCN1C(=O)c1c(F)cccc1F (stereo not given)
  -9 | i
CCCCOC(=O)C1C2C=CC3(CN(CCc4ccccc4)C(=O)C13)O2 (stereo not given)
  -19 | i
Cc1ccccc1NS(=O)(=O)c1cc(C(=O)NCc2ccco2)ccc1C
  -11 | i
O=C(COn1nnc2ccccc21)N1CCN(Cc2ccccc2)CC1
  -31 | i
CN1CCc2nc(NC(=O)COc3ccc4ccccc4c3)sc2C1
  -9 | i
CC(CC1CC(C)(C)OC1=O)C(=O)Nc1ccc([N+](=O)[O-])cc1 (stereo not given)
  -24 | i
O=S(=O)(c1ccccc1)n1ccc(-c2cnc(-c3ccccc3)s2)n1
  -22 | i
CCn1c(-c2nn(C)c(C)c2Cl)n[nH]c1=S
  2 | i
CC(C)(C)c1ccc(S(=O)(=O)C(C)(C)C)cc1
  -7 | i
Cc1ccc(NS(=O)(=O)c2ccc(NC(=O)CSc3ccc(Cl)cc3)cc2)c(C)c1
  -6 | i
CCCN(CCC)c1nc(C)cc(C(C#N)c2nc3ccccc3o2)n1 (stereo not given)
  -12 | i
O=C(Nc1ccsc1C(=O)O)c1cccc(Oc2ccccc2)c1
  -19 | i
COc1cc(S(=O)(=O)NCC(c2ccco2)N2CCCCC2)ccc1NC(C)=O (stereo not given)
  -12 | .

The list continues.
Value order – OX1R antag | CHT allo act
COc1ccc(NC(=O)CS(=O)CC(=O)Nc2cc(Cl)ccc2OC)cc1 (stereo not given)
  -22 | i
Nc1ccc(NC(=O)Nc2ccc(N)cc2)cc1
  . | i
CN1C(=S)SC(N(O)C(=O)Nc2ccc(Cl)c(Cl)c2)C1(C)C (stereo not given)
  -12 | i
COCCn1nnnc1C(c1ccc(OC)c(OC)c1)N1CCN(C(=O)c2ccco2)CC1 (stereo not given)
  -4 | i
O=C(CN1C(=O)C2CC=CCC2C1=O)Nc1nc2ccc(F)cc2s1 (stereo not given)
  -16 | i
O=C(NCc1ccco1)C1CC(c2ccc(Cl)cc2)=NO1 (stereo not given)
  2 | i
C=CCN(C(=O)CNC(=O)c1ccco1)C(C(=O)NC1CCCCC1)c1ccc(OC)cc1 (stereo not given)
  -25 | i
COc1ccc(OC(=O)c2cccc([N+](=O)[O-])c2)c(C(=O)/C=C/c2cccs2)c1
  -3 | i
Cc1nn2cc(-c3ccccc3)nc2[nH]c1=O
  13 | i
CSc1ccc(S(=O)(=O)N2CCC(C(=O)NCc3ccco3)CC2)cc1
  -16 | i
CSc1ccccc1NC(=O)COc1nsnc1N1CCOCC1
  -14 | i
Cc1nc2c(=O)[nH]c(=S)n(C)c2nc1C
  -7 | i
COc1ccc(-n2nnnc2SCC(=O)NC2CCS(=O)(=O)C2)cc1 (stereo not given)
  -11 | .
CCN1CCSc2ccc(C(=O)NCc3cc(Br)ccc3OC)cc21
  -27 | i
CCCc1ccc(C(=O)COC(=O)CN2C(=O)NC3(CCCCC3C)C2=O)cc1 (stereo not given)
  10 | .

(more compounds)
Value order – OX1R antag | CHT allo act
CCc1ccc(N2CCN(C(=O)c3ccc4c(c3)OCO4)CC2)cc1
  -15 | i
NC(=S)N/N=C/c1ccc(-c2cccc([N+](=O)[O-])c2)o1
  -11 | i
O=S(=O)(c1ccc(F)cc1)N1CCN(C(=S)NCC2CCCO2)CC1 (stereo not given)
  -14 | i
CSC1=NSC2=NC(=O)/C(=C/c3coc4ccccc4c3=O)C(=N)N12
  66* | i
CCN(C(=O)c1cc([N+](=O)[O-])ccc1NCc1cccnc1)c1ccccc1
  -26 | i
Cc1ccc(C(=O)O/N=C(\N)Cc2ccc([N+](=O)[O-])cc2)c(Cl)c1
  -16 | i
COc1cccc(N=Cc2c[nH][nH]c2=O)c1
  -19 | i
CCOC(=O)N1CCN(C(=O)Cn2c(=O)sc3ccccc32)CC1
  1 | i
CC(C)Cc1nnc(NC(=O)CCC(=O)Nc2ccc3cn[nH]c3c2)s1
  -7 | i
N#Cc1ccc(Cn2c(=O)c(C#N)c3n(c2=O)CCC3)cc1
  -5 | i
COc1ccc(-c2cc(C(=O)N3CCN(c4ccc(F)cc4)CC3)no2)cc1OC
  -42 | i
O=S(=O)(c1ccc(Br)cc1)N1CCN(c2ccccc2)CC1
  -22 | i
Cc1cc(NC(=O)C(C)Oc2ccc(C(C)(C)C)cc2)no1 (stereo not given)
  1 | i
O=[N+]([O-])c1ccccc1/C=C/C=N/n1c(-c2ccco2)n[nH]c1=S
  -9 | i
Cc1cc(NC(=O)c2ccccc2)ncc1NC(=O)c1ccco1
  -18 | i

Continued.
Value order – OX1R antag | CHT allo act
CCNc1cc(Cl)nc(SC)n1
  -8 | i
O=S(=O)(c1ccc(Br)s1)N1CCCCC1
  -17 | i
Cc1ccc(NC(=O)CCNC(=O)c2ccc(Cl)cc2)cc1C
  -20 | i
Cc1cc(NC(=O)CSc2nc(C(C)C)nc3ccccc23)no1
  -20 | i
O=C(CSc1nccn1Cc1ccc(F)cc1)Nc1ccc(F)cc1F
  -21 | i
CC1CCN(c2cc(N3CCN(C(=O)c4ccc(F)c(F)c4)CC3)c([N+](=O)[O-])cc2F)CC1
  -26 | i
CC(=O)OCC(=O)[C@@]12OC3(CCCC3)O[C@@H]1C[C@H]1[C@@H]3CCC4=CC(=O)C=C[C@]4(C)[C@@]3(F)[C@@H](O)C[C@@]12C
  -18 | i
Cc1cc(C(=O)CN2CCN(CC(=O)Nc3ccc(F)cc3)CC2)c(C)n1C1CC1
  -14 | .
CN(C)CCCn1c(=S)[nH]c2ccccc2c1=O
  -5 | i
CCCCC(=O)N1CCCC(c2nc(-c3cccc(OC)c3)no2)C1 (stereo not given)
  -29 | i
CCc1cc(C(=O)NNC(=S)NCC2CCCO2)cs1 (stereo not given)
  -2 | i
Cc1c(Cl)cccc1N(CC(=O)NC(C)c1ccccc1)S(C)(=O)=O (stereo not given)
  -1 | i
O=C1CCCN1CCCNc1nc2c(S(=O)(=O)c3ccccc3)nnn2c2ccc(Cl)cc12
  -30 | i
COCCC1CCCCN1Cc1cn(-c2ccccc2)nc1-c1ccc2c(c1)OCO2 (stereo not given)
  -38 | i
Cc1cc(=S)c2cccc(C)c2[nH]1
  -15 | i

Single values from the list:
In OX1R antag, Cc1cc(C(=O)CN2CCN(CC(=O)Nc3ccc(F)cc3)CC2)c(C)n1C1CC1 has -14
In OX1R antag, CCNc1cc(Cl)nc(SC)n1 has -8
In OX1R antag, COCCC1CCCCN1Cc1cn(-c2ccccc2)nc1-c1ccc2c(c1)OCO2 (stereo not given) has -38
In OX1R antag, CCCCC(=O)N1CCCC(c2nc(-c3cccc(OC)c3)no2)C1 (stereo not given) has -29
In OX1R antag, O=S(=O)(c1ccc(Br)s1)N1CCCCC1 has -17
In OX1R antag, CC(=O)OCC(=O)[C@@]12OC3(CCCC3)O[C@@H]1C[C@H]1[C@@H]3CCC4=CC(=O)C=C[C@]4(C)[C@@]3(F)[C@@H](O)C[C@@]12C has -18

Going on with the list.
mol	OX1R antag	CHT allo act
O=S(=O)(c1ccc(Cl)cc1)c1ccccn1	-18	i
COc1ccccc1NS(=O)(=O)c1ccc(C(=O)N2CC(C)OC(C)C2)cc1 (stereo not given)	-1	.
COCCCNC(=O)CN1C(=O)c2ccccc2C1=O	5	i
CC1CN(CCc2ccccc2)c2nc3c(c(=O)[nH]c(=O)n3C)n2C1 (stereo not given)	-15	i
O=C1NC2CCc3nc4ccccc4c(=O)n3C2=Nc2ccccc21 (stereo not given)	-3	i
COc1c(Cl)cc(Cl)cc1C(=O)n1nc(C)cc1C	-10	i
COc1ccccc1/C=C/C(=O)Nc1ccc(S(=O)(=O)Nc2cc(C)nc(C)n2)cc1	-4	i
O=C(NC(=S)NCC1CCCO1)C(c1ccccc1)c1ccccc1 (stereo not given)	-29	i
Cc1ccc(OCCN2CCN(c3ncnc4sc(C)c(C)c34)CC2)cc1	-5	i
CC(=O)N1CCN(c2ccnc3cc(Cl)ccc23)CC1	-5	8.6*
O=C1OC(c2ccc(F)cc2)=C/C1=C\c1ccc(O)cc1	-13	i
CCOc1ccccc1C(=O)NC(C(=O)Nc1cccnc1)C(C)C (stereo not given)	-32	i

Going on with the list:
mol	OX1R antag	CHT allo act
COC(=O)C1(C(F)(F)F)N=C2Sc3ccccc3N2C(N2CCOCC2)=N1 (stereo not given)	-8	i
O=C(COc1ccc(F)c(Cl)c1)Nc1ccc(N2CCOCC2)cc1	8	.
O=C(CN1CCN(CN2C(=O)NC3(CCCCCC3)C2=O)CC1)Nc1ccc(F)cc1	10	.
CC(C)CCNC(=O)CCC(=O)NNc1nc2ccccc2c2nc(-c3ccccc3)nn12	-22	i
O=C(CN1CCOCC1)N/N=C/c1c(O)ccc2ccccc12	1	i
CC(=O)Cc1nsc(NC(=O)c2cc(-c3cccc(C(F)(F)F)c3)oc2C)n1	-10	i
COc1ccc(OCC(N)=O)cc1	2	i
CC(C)CC(=O)Nc1ccnn1C1CCN(C(=O)c2ccc(Cl)cc2F)CC1	-26	i
CC(=O)Nc1ccc(S(=O)(=O)NC(C)C(=O)NCCc2ccc(F)cc2)cc1 (stereo not given)	-14	i
O=C(O)c1cc([N+](=O)[O-])ccc1C(=O)Nc1cccc([N+](=O)[O-])c1	-4	i
CSc1ccc(CNc2ncc(-c3cccc([N+](=O)[O-])c3)n2C)cc1	-10	i
COc1cccc(N2C(=O)C3C(C2=O)C2C=CC3C23CC3)c1 (stereo not given)	-50	i

Compounds listed so far that have a CF3 group:
mol	OX1R antag	CHT allo act
O=C(NC1CCCN(c2ccc(C(F)(F)F)cn2)C1)c1ccncc1 (stereo not given)	-10	i
COC(=O)C1(C(F)(F)F)N=C2Sc3ccccc3N2C(N2CCOCC2)=N1 (stereo not given)	-8	i
CC(=O)Cc1nsc(NC(=O)c2cc(-c3cccc(C(F)(F)F)c3)oc2C)n1	-10	i

Remaining list, next part
mol	OX1R antag	CHT allo act
NC(=O)NCc1ccccc1	-17	i
COc1ccc(NC(=O)CCS(=O)(=O)c2ccc3c(c2)CCN3C(C)=O)cc1	-13	i
CNC(=O)Nc1cccc(-c2ccnc(C)n2)c1	-5	i
Cc1ccc(S(=O)(=O)N2CCN(C(=O)COc3ccc(Br)cc3)CC2)cc1	-29	.
C/C(CC(=O)Nc1ccc(Cl)cc1Cl)=N\NC(N)=S	20	i
COc1ccccc1-n1c(SCC(=O)Nc2ccc(NC(C)=O)cc2)nc2c([nH]c3ccccc32)c1=O	-9	i
CC(C)C(=O)N1CCN(c2ccc(NC(=O)c3ccc4c(c3)OCCO4)cc2)CC1	-15	i
O=C(Cn1c(C(F)(F)F)nc2ccccc21)NCCCN1CCOCC1	-1	i
CCOc1ccc(C(=O)CCN2CCCCCC2)cc1	-20	i
CN(CC(=O)NCCc1ccccc1)Cc1ccco1	-21	i
COc1ccc(/C=C(/C(=O)NCc2ccccc2)c2ccccc2)cc1	-35	i
CC(C)=CCN1CCN(Cc2c[nH]c3ccccc23)CC1CCO (stereo not given)	-3	i

Rows were taken by chance. About 0.83% of those tested had a hit in this group.
